Source: PubChem BioAssay
aDG glyco act: activators of alpha-DG glycosylation, primary screen, uHTS, Pro5-aDG cells, AlphaScreen. AID 624168, 2012. activation, % at 10 µM. alpha-DG glycosylation AlphaScreen (IIH6); 0% Pro5, 100% B10-LARGE cell signal. 360,000 tested, 0.22% active;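 active = activation of at least 8% versus controls, or a plate z-score of at least 8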;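 note: Pro5 are CHO cells carrying HIG-tagged alpha-DG that lacks glycosylation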
N-glyco inh: increase of ERlucT glycosylation luciferase signal, primary screen, N-linked glycosylation inhibitor project, D54 ERlucT cells, luminescence, set 2; D54 ERlucT glycosylation luciferase reporter, 24 h; percent of 100 nM tunicamycin response; reporter increase, % at 12.5 µM; 360,000 tested, 0.23% active;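 active = mean luciferase reporter signal, scaled so untreated is 0 and the glycosylation-blocking control 100, at or above a set limit in every replicate; inconclusive = mean reaches the limit but not every replicate does; inactive = mean below the limit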;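 note: luciferase carries N-glycosylation sites so blocking glycosylation raises the light; 0% = median of neutral control wells and 100% = median of 100 nM tunicamycin wells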
ABCB6 inh MLPCN: ABCB6 transporter inhibitors, primary screen, K562-ABCB6 cells, flow cytometry, MLPCN library; fluorescence ratio to DMSO, % at 10 µM; ATP-binding cassette sub-family B member 6 (Homo sapiens), Q9NP58; 360,000 tested, 0.19% active; K562-ABCB6 porphyrin accumulation, 1 h; hits give low values; AID 602162, 2011;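 active = fluorescence ratio to DMSO below 75%, the collection mean minus 3 SD; inconclusive = too few cells collected in the well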;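 note: signal is porphyrin accumulated inside mitochondria; 100% equals median channel fluorescence of DMSO control wells; lower ratio means ABCB6 inhibition with less porphyrin fluorescence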
Exocytosis inh: LAMP-1 surface exposure blockers, TALL-104 cells – cell-based, flow cytometry, MLPCN library, primary screen; TALL-104 LAMP-1 surface exposure; cells stimulated with thapsigargin and PMA; inhibition, % at 10 µM; AID 651702, 2012; 360,000 tested, 0.66% active;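 active = inhibition above about 55%, limit read from the data; inconclusive = no clear call, values can overlap the other calls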
ABHD5-PLIN5 inh: ABHD5-PLIN5 interaction inhibitors, primary screen, cell lysate, split luciferase complementation, luminescence; Perilipin-5 (Homo sapiens) + 1-acylglycerol-3-phosphate O-acyltransferase ABHD5 (Homo …; Split G. princeps luciferase complementation, 4 h; inhibition, % at 4 µM; 360,000 tested, 0.78% active; AID 602281, 2012;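 active = inhibition above the mean inhibition across every tested compound plus 3 SD, cut at about 22% in these data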;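 note: 0% = DMSO only wells and the 100% control is not disclosed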
MC4R antag cAMP: MC4R antagonists of cAMP signaling, primary screen, cell-based, TR-FRET, antagonist arm of biased-ligand search; inhibition, % at 6.5 µM; Melanocortin receptor 4 (Homo sapiens), P32245; MC4R-expressing cells, MTII-stimulated cAMP, LANCE TR-FRET; 360,000 tested, 0.48% active;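 active = inhibition above its plate's cutoff, the mean of tested wells on that plate plus 3 SD, cut at about 29% in these data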;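 note: 0% = Melanotan II alone and 100% = Melanotan II plus saturating MCL0020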
Target sequence (P32245 whole entry, looked up): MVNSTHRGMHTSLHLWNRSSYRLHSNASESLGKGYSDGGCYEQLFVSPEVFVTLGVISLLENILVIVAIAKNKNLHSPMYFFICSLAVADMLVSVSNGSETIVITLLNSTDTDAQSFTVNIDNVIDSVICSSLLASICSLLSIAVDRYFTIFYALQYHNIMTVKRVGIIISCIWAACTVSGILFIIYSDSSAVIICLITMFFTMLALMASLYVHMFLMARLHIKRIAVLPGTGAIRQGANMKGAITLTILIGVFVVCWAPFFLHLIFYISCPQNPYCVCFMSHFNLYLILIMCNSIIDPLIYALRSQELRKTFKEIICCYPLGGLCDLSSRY
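Material: U2OS-MC4R stable cell line | Reagent: Melanotan II challenge after compound preincubation | Doses: One concentration, 6.5 µM nominal | Incubation: 30-min compound preincubation, 1-h Melanotan II challenge, 1-h detection, room temperature | Signal: TR-FRET cAMP assay | Replicates: One well per compound, no replicates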
Vif imaging: HIV Vif self-association inhibitors, primary screen, imaging, HEK293T, single point | HEK293T cells, Vif self-association by quenched fluorescence, 24 h | inhibition, % at 7.49 µM | 340,000 tested, 0.35% active | AID 602346, 2012; in the data active = inhibition above about 50%, passing the limit was not always enough; inconclusive = no clear call, values can overlap the other calls; inactive = below about 31%; note: some results filed as inactive read as strong as hits
NOD2 RIPK2 PPI: NOD2-RIPK2 binding disruptors in cells, primary screen, fluorescence, CHO cells, BLA complementation. 360,000 tested, 0.38% active. CCF4 ratio. inhibition, % at 4.98 µM; in the data active = inhibition above about 21%;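 note: 0% = vehicle only and 100% = reference blocker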
Target sequence (O43353 whole entry, looked up): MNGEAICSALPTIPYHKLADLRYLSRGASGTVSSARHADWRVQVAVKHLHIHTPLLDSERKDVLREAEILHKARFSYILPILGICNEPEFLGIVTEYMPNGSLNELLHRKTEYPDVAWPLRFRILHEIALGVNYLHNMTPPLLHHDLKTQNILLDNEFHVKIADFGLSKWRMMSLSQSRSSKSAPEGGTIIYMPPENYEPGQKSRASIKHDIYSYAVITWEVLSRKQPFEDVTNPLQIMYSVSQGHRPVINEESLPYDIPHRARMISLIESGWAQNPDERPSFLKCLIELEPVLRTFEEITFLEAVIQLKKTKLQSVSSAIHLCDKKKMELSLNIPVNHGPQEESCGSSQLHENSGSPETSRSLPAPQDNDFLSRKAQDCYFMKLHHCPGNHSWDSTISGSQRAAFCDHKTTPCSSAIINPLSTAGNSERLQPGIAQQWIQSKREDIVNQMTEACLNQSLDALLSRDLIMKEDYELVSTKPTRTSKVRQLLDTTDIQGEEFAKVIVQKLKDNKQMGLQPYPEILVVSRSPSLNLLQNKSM
MC4R barr agon: MC4R agonists recruiting beta-arrestin, primary screen, cell-based, luminescence, agonist arm of biased-ligand search. Melanocortin receptor 4 (Homo sapiens), P32245. U2OS MC4R beta-arrestin complementation; percent of melanotan II response, DMSO zero. activation, % at 8.9 µM. 360,000 tested, 0.98% active;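 active = activation above a per-plate cutoff, the mean activation of sample wells on that plate plus 3 SD, cut at about 8% in these data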
TLR9-MyD88 block: inhibitors of TLR9-MyD88 association in cells, primary screen, cell-based, CHO, BLA complementation, fluorescence. Toll-like receptor 9 (Homo sapiens) + Myeloid differentiation primary response protein …. CCF4 FRET ratio. inhibition, % at 4.98 µM. 340,000 tested, 0.21% active. AID 504734, 2011;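 active = inhibition above the mean over all tested compounds plus 3 SD, cut at about 21% in these data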;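 note: 0% = DMSO only wells and 100% = clavulanate BLA inhibitor control wells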
Numbers without * were called inactive; ? = inconclusive; / = no result given. The list is partial; the hit share may differ from the screen's.

1	COc1ccc(N(C(=O)c2ccco2)C(C(=O)NC2CCCC2)c2cccs2)cc1OC (stereo unspecified)
2	CCCc1noc2c1/C(=N\O)CC(CC(C)SCC)C2 (stereo unspecified)
3	Cc1[nH]c2ccc(C(=O)NCCCN3CCCCCC3)cc2c1C
4	Cc1c(OCC(=O)NCC(O)c2ccccc2)ccc2c3c(c(=O)oc12)CCC3 (stereo unspecified)
5	CCCn1c(O)c(CN2CCCCC2)c(C)c(C#N)c1=O
6	O=C(Nc1ccccc1)OCC1CCCN2CCCCC12 (stereo unspecified)
Assay by compound	1	2	3	4	5	6
aDG glyco act	0.0	0.2	0.2	0.0	0.3	-0.1
N-glyco inh	0	0	-1	3	0	-1
ABCB6 inh MLPCN	106	97	105	91	106	90
Exocytosis inh	1	-5	12	0	-1	-1
ABHD5-PLIN5 inh	9	-13	8	0	-5	2
MC4R antag cAMP	14	-1	3	9	3	9
Vif imaging	-8	/	-2	-8	1	-3
NOD2 RIPK2 PPI	-20	-1	-5	1	-5	-7
MC4R barr agon	-1.6	4.1	-1.8	-0.9	1.6	-1.3
TLR9-MyD88 block	-4	8	0	-12	3	-2

7	O=C(O)c1cc(CN2CCOCC2)oc1-c1ccccc1
8	COC(=O)C1=CNC=C(C(=O)OC)C1c1cccc(OC)c1
9	CCOC(=O)N1C2C=CC(C2)N1C(=O)OCC
10	CC(CCN1CCC(n2nccc2NC(=O)c2ccccc2Cl)CC1)c1ccccc1 (stereo unspecified)
11	CCC(C)NC(=O)CC(c1ccccc1)c1cc(C)ccc1O (stereo unspecified)
12	CN(C)CCn1c(C(=O)O)cc2ccccc21
Assay by compound	7	8	9	10	11	12
aDG glyco act	-0.1	-0.1	0.2	-0.2	0.2	-0.1
N-glyco inh	4	-2	0	/	2	2
ABCB6 inh MLPCN	106	89	94	97	100	93
Exocytosis inh	-2	0	-16	-7	-2	0
ABHD5-PLIN5 inh	1	-1	-4	2	-3	1
MC4R antag cAMP	1	13	-3	-1	5	4
Vif imaging	-3	9	12	/	1	-2
NOD2 RIPK2 PPI	-1	-4	-3	6	-10	4
MC4R barr agon	-0.6	-2.3	-3.5	-0.7	-1.1	-1.6
TLR9-MyD88 block	2	-8	0	2	0	-10

Some entries already given, showing only TLR9-MyD88 block, ABCB6 inh MLPCN and Vif imaging:
entry	mol	TLR9-MyD88 block	ABCB6 inh MLPCN	Vif imaging
9	CCOC(=O)N1C2C=CC(C2)N1C(=O)OCC	0	94	12
10	CC(CCN1CCC(n2nccc2NC(=O)c2ccccc2Cl)CC1)c1ccccc1 (stereo unspecified)	2	97	/
11	CCC(C)NC(=O)CC(c1ccccc1)c1cc(C)ccc1O (stereo unspecified)	0	100	1
12	CN(C)CCn1c(C(=O)O)cc2ccccc21	-10	93	-2

Next part.
13	Nn1c(COc2ccc(Cl)cc2)nc2ccccc2c1=O
14	CC1SC(c2ccc(F)cc2)N(CCc2ccccc2)C1=O (stereo unspecified)
15	CC(Cc1c[nH]c2ccccc12)NC(=O)C1CCCNC1=O (stereo unspecified)
16	O=c1cc(-c2ccc(F)cc2)oc2ccccc12
17	CN(C)c1nc(N)nc(CSc2n[nH]c(-c3ccccc3)n2)n1
18	COC(=O)N/N=C/c1cccnc1
Assay by compound	13	14	15	16	17	18
aDG glyco act	0.3	0.3	-0.1	0.2	-0.1	0.2
N-glyco inh	2	-2	1	-1	0	0
ABCB6 inh MLPCN	100	95	101	94	95	102
Exocytosis inh	-3	-6	-6	3	4	4
ABHD5-PLIN5 inh	10	-1	-4	-1	-1	5
MC4R antag cAMP	-6	1	-1	2	3	11
Vif imaging	-3	-1	8	1	3	2
NOD2 RIPK2 PPI	8	-2	-6	6	-3	-3
MC4R barr agon	0.7	0.5	-4.2	-1.6	-1.1	0.7
TLR9-MyD88 block	-4	-6	-2	-103	-7	-33

19	CS/C(=N\NC(N)=O)c1ccccc1
20	CN(CCC(=O)Nc1ccc(Cl)cc1)Cc1ccccc1
21	CC(=O)N1CCN(CC(=O)Nc2c(Cl)ccc(C)c2Cl)CC1
22	CC(C)(C)NC(=O)C(c1ccc(F)cc1)N(Cc1cccs1)C(=O)c1ccc(CN2CCOCC2)o1 (stereo unspecified)
23	COc1ccc(NCc2nnc(SCC(=O)Nc3ccc(OC)cc3OC)o2)cc1
24	Cc1cccc(C)c1Nc1c(-c2ccsc2)nc2ncccn12
Assay by compound	19	20	21	22	23	24
aDG glyco act	-0.3	0.1	0.2	0.3	1.3	0.6
N-glyco inh	3	-2	2	0	1	1
ABCB6 inh MLPCN	90	101	94	105	94	101
Exocytosis inh	-2	0	-2	-1	2	-6
ABHD5-PLIN5 inh	-2	-1	-1	12	-1	-3
MC4R antag cAMP	16	10	-3	0	-3	-1
Vif imaging	-4	-4	10	-3	-2	-3
NOD2 RIPK2 PPI	-6	-2	6	5	-6	11
MC4R barr agon	2.3	3.4	-4.2	2.2	-0.6	0.4
TLR9-MyD88 block	-14	-19	-7	5	0	10

Pulled by compound from the list above (two):
10	CC(CCN1CCC(n2nccc2NC(=O)c2ccccc2Cl)CC1)c1ccccc1 (stereo unspecified)
11	CCC(C)NC(=O)CC(c1ccccc1)c1cc(C)ccc1O (stereo unspecified)
Assay by compound	10	11
aDG glyco act	-0.2	0.2
N-glyco inh	/	2
ABCB6 inh MLPCN	97	100
Exocytosis inh	-7	-2
ABHD5-PLIN5 inh	2	-3
MC4R antag cAMP	-1	5
Vif imaging	/	1
NOD2 RIPK2 PPI	6	-10
MC4R barr agon	-0.7	-1.1
TLR9-MyD88 block	2	0

New compounds follow:
25	C=CCn1c(SCC(=O)Nc2c(C)n(C)n(-c3ccccc3)c2=O)nnc1-c1ccncc1
26	CN1CCN(c2ccccc2NC(=O)Cc2cn(C)c3ccccc23)CC1
27	O=C(Nc1ccncc1)Nc1ccc(F)c(Cl)c1
28	CN(C(=O)c1ccncc1)c1nnc(-c2cnccn2)s1
29	CC1Cc2nc(SCC(=O)N3CCCC3)n(C)c(=O)c2S1 (stereo unspecified)
30	COCCn1c(C)cc(C(=O)CN2C(=O)C(=O)N(CCC3=CCCCC3)C2=O)c1C
Assay by compound	25	26	27	28	29	30
aDG glyco act	0.0	-0.1	0.5	-0.3	0.2	0.1
N-glyco inh	6	-1	-4	2	2	0
ABCB6 inh MLPCN	97	103	101	84	99	100
Exocytosis inh	54	1	-2	0	-2	-1
ABHD5-PLIN5 inh	-4	-6	8	-3	-2	-6
MC4R antag cAMP	22	14	-9	7	5	11
Vif imaging	/	0	-2	7	-3	-10
NOD2 RIPK2 PPI	-4	7	-1	-7	-13	2
MC4R barr agon	-1.9	1.6	1.8	-0.2	-0.9	2.3
TLR9-MyD88 block	-10	-10	-6	-2	0	-4

31	CN(CCC(=O)Nc1ccc(Br)cc1)Cc1ccccc1
32	CN1C(=O)C(Cc2cnc[nH]2)NC1=S (stereo unspecified)
33	COc1ccc(C(C)=O)cc1COC(=O)c1cccc(N(C)C)c1
34	CC1c2ccsc2CCN1S(=O)(=O)c1cccs1 (stereo unspecified)
35	CC1CCc2c(sc(NS(=O)(=O)c3ccccc3)c2C(=O)OC(C)C)C1 (stereo unspecified)
36	COc1ccc(-c2ccc3nnc(SCC(=O)N4CCCC4)n3n2)cc1
Assay by compound	31	32	33	34	35	36
aDG glyco act	0.5	-0.1	0.6	-0.1	-0.1	0.3
N-glyco inh	-2	2	1	0	1	4
ABCB6 inh MLPCN	85	99	90	109	96	97
Exocytosis inh	6	-4	2	-4	1	14
ABHD5-PLIN5 inh	8	1	3	-3	-14	1
MC4R antag cAMP	4	8	1	15	3	13
Vif imaging	?	6	-7	22	4	/
NOD2 RIPK2 PPI	-4	-1	2	4	-6	7
MC4R barr agon	2.6	0.1	-0.2	3.5	-2.4	-1.7
TLR9-MyD88 block	9	9	3	0	-1	-9

37	Cc1cc(=O)n(-c2ccc(Cl)cc2)c(=O)[nH]1
38	N/C(=N\OC(=O)C12CC3CC(CC(C3)C1)C2)c1ccccc1
39	Cc1cc(-c2ccc(C)c(S(=O)(=O)NCCN3CCC(C)CC3)c2)on1
40	CCCCNC(=O)N1CCN(C(=O)C2CCCO2)CC1 (stereo unspecified)
41	CSc1ncnc2c1ncn2CCCN1CCN(C(=O)C2CC2)CC1
42	COc1ccc(-c2cn3c(C)c(C(=O)Nc4cccc(NC(C)=O)c4)sc3n2)cc1
43	CC(c1cccnc1)N(CCN(C)C)C(=O)Nc1ccc(Cl)cc1 (stereo unspecified)
44	COc1ccc(CNC2=CC(=O)CC(C)(C)C2)cc1
45	COc1ccc(CN2CCN(C(C)C(=O)N(C)Cc3cccc(F)c3)CC2)cc1OC (stereo unspecified)
Assay by compound	37	38	39	40	41	42	43	44	45
aDG glyco act	-0.2	0.1	0.0	-0.4	0.1	0.8	-0.3	-0.4	0.2
N-glyco inh	0	1	-4	-1	1	1	1	1	0
ABCB6 inh MLPCN	99	95	99	106	99	82	101	92	95
Exocytosis inh	4	2	-4	0	1	0	0	2	3
ABHD5-PLIN5 inh	-1	1	-3	0	-1	4	-10	0	11
MC4R antag cAMP	23	13	5	13	-3	16	17	3	1
Vif imaging	20	-10	-6	33	9	-27	20	-6	-4
NOD2 RIPK2 PPI	8	5	-8	-9	-10	-1	-1	-4	-15
MC4R barr agon	-1.2	4.9	-2.9	-0.3	1.1	-1.4	0.7	-1.7	-1.6
TLR9-MyD88 block	4	8	-5	-21	10	4	-6	-3	5
